MDM2 E3 inh: Mdm2 E3 ligase (human) inhibition. signal enhancement, % at 5 µM. 0.11% of 210,000 active. cell-based MDM2 ubiquitination luciferase reporter, 2 h; 0 = plate control, 100 = twice control, blank-subtracted. AID 1230. Q00987;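 active = signal enhancement of 30% or more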;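 also: luminescence tracks abundance of the self-degrading MDM2-luciferase fusion protein; higher signal means inhibition of MDM2 E3 ligase activity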
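Assay system: mammalian cells stably expressing self-ubiquitinating, self-degrading MDM2 E3–luciferase fusion. Quantity: 2000 cells in each well. Medium: DMEM culture medium. Compound dosing: single-point 5 µM. Timing: cell settling 4 h, compound treatment 2 h, both 37 °C. Technique: luciferase luminescence. Read-out basis: percent signal gain over controls, blank-subtracted. Benchmarks: plate controls and plate blanks.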
p97 inhibitor: blocks human p97 ATPase activity; P55072; recombinant p97 ATPase, Kinase-Glo ATP luminescence, 3 h; inhibition, % at 8 µM; 0.42% of 220,000 active; AID 1481; in the data active = inhibition above about 15%;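 also: 0% = DMSO vehicle and 100% = wells lacking enzyme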
Target sequence (P55072 whole entry, looked up): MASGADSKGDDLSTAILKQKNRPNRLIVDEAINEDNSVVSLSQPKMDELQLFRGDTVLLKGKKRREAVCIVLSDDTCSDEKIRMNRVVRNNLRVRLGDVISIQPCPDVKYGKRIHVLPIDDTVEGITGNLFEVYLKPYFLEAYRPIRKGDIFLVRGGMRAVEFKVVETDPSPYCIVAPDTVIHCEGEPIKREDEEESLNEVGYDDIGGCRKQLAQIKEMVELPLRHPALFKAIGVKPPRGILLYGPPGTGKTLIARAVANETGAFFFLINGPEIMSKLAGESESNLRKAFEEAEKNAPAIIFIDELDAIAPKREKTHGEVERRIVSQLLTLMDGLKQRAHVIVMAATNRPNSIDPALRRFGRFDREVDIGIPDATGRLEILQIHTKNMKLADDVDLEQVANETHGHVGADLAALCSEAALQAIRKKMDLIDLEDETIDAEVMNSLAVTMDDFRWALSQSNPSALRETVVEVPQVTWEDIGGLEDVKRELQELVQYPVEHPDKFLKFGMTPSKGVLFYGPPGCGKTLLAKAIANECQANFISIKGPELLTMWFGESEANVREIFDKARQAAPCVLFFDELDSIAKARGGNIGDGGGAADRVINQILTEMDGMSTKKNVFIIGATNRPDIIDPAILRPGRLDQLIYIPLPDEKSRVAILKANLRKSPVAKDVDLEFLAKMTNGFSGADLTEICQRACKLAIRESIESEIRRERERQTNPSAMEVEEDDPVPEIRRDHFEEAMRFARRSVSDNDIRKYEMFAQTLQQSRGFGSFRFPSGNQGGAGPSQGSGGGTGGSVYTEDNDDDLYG
Runt-CBFb FRET: Runt domain-CBFb interaction inhibition; Q01196+Q13951; 0.46% of 220,000 active; Cerulean-Runt/Venus-CBFb FRET ratio 530/480, 1 h; inhibition, % at 20 µM;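 active = inhibition over about 50% at 20 µM in the single-dose screen, limit read from the data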;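 also: 0% = DMSO wells and 100% = excess unlabeled CBFb competitor control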
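Assay system: Cerulean-Runt domain fusion protein, energy donor; Signal: fluorescence energy transfer, 422 nm excitation, 530/480 nm emission; Timing: 1 h compound exposure, room temperature; Control set: unlabeled CBFb; Medium: Tris buffer pH 7.5 with salts and BSA; Compound: single test concentration of 20 µM, 1% DMSO final; Probe or stimulus: Venus-CBFb 100 nM.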
NPY-Y1 antag: blocks the human neuropeptide Y Y1 receptor. HEK293-CNG Y1 cells, membrane potential fluorescence; NPY at EC95, then isoproterenol. inhibition, % at 3.6 µM. 1% of 200,000 active. AID 1040;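 active = inhibition above the campaign mean inhibition of all tested compounds plus 3 SD, cut at about 20% in these data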;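 also: 0% = DMSO wells given NPY plus isoproterenol and 100% = isoproterenol alone without NPY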
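Material: Y1- and CNG-channel-expressing HEK293 cells / Probe or stimulus: NPY 25 nM then isoproterenol 1 µM plus Ro 20-1724 25 µM / Doses: 3.6 µM single dose, DMSO 0.4% / Schedule: compound incubation 1 h at room temperature, readout 45 min post-stimulation / Signal: membrane potential fluorescence / Benchmarks: isoproterenol-only wells as full block versus NPY-plus-isoproterenol wells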
NPY-Y2 PAM-ag: potentiators or agonists of human neuropeptide Y receptor Y2. cells expressing NPY-Y2, potentiator/agonist read-out. AID 1359. activation, % at 3.6 µM. P49146. 0.45% of 220,000 active; in the data active = activation above about 27%;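 also: cells stimulated with NPY near EC25 plus isoproterenol at EC100; 0% = vehicle plus submaximal agonist and 100% = vehicle plus saturating agonist; some results beyond the cut were filed as inactive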
RBBP9 inh: inhibitors of human serine hydrolase RBBP9 | O75884 | inhibition, % at 7.94 µM | 0.2% of 220,000 active | recombinant RBBP9, FP-Rh probe fluorescence polarization;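 active = inhibition above the campaign mean of all tested compounds plus 3 SD, cut at about 14% in these data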;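 also: plate controls were DMSO wells with RBBP9 for no effect and wells lacking RBBP9 protein for full effect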
Target sequence (O75884 whole entry, looked up): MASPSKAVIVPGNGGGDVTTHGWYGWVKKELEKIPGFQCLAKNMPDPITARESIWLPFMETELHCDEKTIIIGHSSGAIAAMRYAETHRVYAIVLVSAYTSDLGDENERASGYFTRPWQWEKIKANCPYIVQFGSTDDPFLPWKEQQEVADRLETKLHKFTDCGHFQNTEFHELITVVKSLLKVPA
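Test system – recombinant human RBBP9 · Input – RBBP9 2.5 µM in dispensing solution, pre-mixing · Medium – Tris buffer pH 8.0, NaCl, Pluronic · Schedule – preincubation 30 min plus labeling 45 min at 25 °C · Measured by – fluorescence polarization · Measure – % inhibition · Controls – DMSO and no-protein wells · Replicates – one well per compound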
Hck-Nef inh: inhibitors of human Hck kinase activated by Nef; P08631; Recombinant Hck-YEEI plus Nef, Z-Lyte FRET kinase assay; inhibition, % at 20 µM; 0.68% of 220,000 active; AID 463187;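 active = Hck-Nef kinase inhibition above about 50%, limit read from the data; inactive = inhibition below that limit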;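 also: 0% = DMSO with Hck plus Nef and 100% = Hck alone without Nef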
Runt-SMMHC FRET: inhibitors of human RUNX1 Runt domain binding to CBFb-SMMHC; Cerulean-Runt/Venus-CBFb-SMMHC FRET ratio 530/480, 1 h; inhibition, % at 20 µM; 0.74% of 220,000 active; AID 1434;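 active = mean inhibition across duplicate retests at 20 µM reaching about 50%, limit read from the data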;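 also: 0% = DMSO wells and 100% = wells with excess untagged CBFb-SMMHC; inhibitors lower the FRET ratio by blocking Runt binding to CBFb-SMMHC; some results filed as inactive read as strong as hits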
NPY-Y1 PAM-ag: potentiates or activates human NPY-Y1 receptor | P25929 | activation, % at 3.6 µM | NPY-Y1 expressing cells, potentiator/agonist activation | 0.37% of 220,000 active; in the data active = activation above about 33%, passing the limit was not always enough;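 also: cells stimulated with NPY at EC10 then isoproterenol at EC100; 0% = low agonist plus stimulus and 100% = saturating agonist plus stimulus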
Active calls of the source: *; / = no result given.

SMILES | MDM2 E3 inh | p97 inhibitor | Runt-CBFb FRET | NPY-Y1 antag | NPY-Y2 PAM-ag | RBBP9 inh | Hck-Nef inh | Runt-SMMHC FRET | NPY-Y1 PAM-ag
CCOC(=O)COc1c(Cl)cc(C2NC(=S)NC(c3ccccc3)=C2C(C)=O)cc1OCC (centres undefined) | -8.4 | -8.5 | -2.7 | 7.8 | 2.4 | -10.1 | -1.8 | 1.4 | -4.2
Cc1ccc(S(=O)(=O)NC(=NCC(=O)O)c2ccccc2)cc1 | -6.0 | 3.6 | -0.1 | -3.4 | 9.7 | -11.0 | 0.0 | 4.1 | 6.7
O=C(NCc1cccs1)C1CCCN(S(=O)(=O)c2ccc(Br)s2)C1 (centres undefined) | -3.8 | -4.3 | 0.7 | -2.6 | -9.0 | -9.0 | -1.2 | -5.0 | 7.2
COc1ccc(-c2nnc3ccc(SCC(=O)Nc4nc5ccccc5s4)nn23)cc1OC | -11.3 | 2.4 | -2.4 | -2.1 | -7.2 | -7.8 | 12.4 | -9.6 | -65.7
CN1C(=S)SC(N(O)C(=O)NC2CCCCC2)C1(C)C (centres undefined) | -6.6 | 6.0 | -0.2 | -2.4 | -1.4 | -3.7 | -1.0 | -2.8 | -0.6
CN(C)S(=O)(=O)c1cccc(NC(=O)c2cc(-c3cccs3)nc3ccccc23)c1 | 1.8 | 4.2 | 0.0 | 5.5 | -37.2 | -43.9 | 4.0 | 7.6 | -26.2
C=CCSC1=C(C#N)C(c2ccccc2Cl)CC(=O)N1 (centres undefined) | 4.0 | 2.3 | 11.4 | 4.7 | -8.2 | -7.5 | 0.9 | -1.1 | -5.0
Cc1[nH]c2ccccc2c1C(=O)C(=O)N1CCN(C)CC1 | -1.1 | 3.5 | -1.6 | 2.9 | -6.3 | 4.6 | 4.8 | 1.2 | 16.0
COc1cccc(C(=O)c2c[nH]c(C(=O)NCCCN(C)C)c2)c1 | -2.5 | -0.2 | 3.1 | 5.6 | -1.8 | -5.9 | 13.0 | 1.3 | -18.3
CCc1cc2c(=O)c(-c3nc4ccccc4n3C)c(COCC(=O)O)oc2cc1OC(=O)C(C)(C)C | 0.6 | 0.7 | -37.8 | 3.3 | 4.3 | -7.6 | 1.1 | 31.2 | -7.8
Cc1cc(NC(=O)CSc2nnc(Nc3ccccc3)s2)no1 | -12.9 | -2.0 | 3.7 | 0.1 | -8.0 | 1.7 | 3.0 | 1.8 | -12.7
CCOC(=O)N1CCC(=NNc2ccc(S(N)(=O)=O)cc2[N+](=O)[O-])CC1 | 1.6 | 2.7 | 1.3 | 2.0 | 3.1 | -5.4 | 1.2 | -0.7 | 2.2
O=C(Cn1cc([N+](=O)[O-])cn1)NCc1ccco1 | -6.9 | 6.5 | 0.6 | -2.2 | 1.0 | -9.3 | 22.4 | 2.8 | 8.6
O=C(NCc1cccs1)c1ccc([N+](=O)[O-])cc1 | -6.0 | 1.2 | 2.1 | -2.1 | 14.0 | -7.3 | 6.6 | -5.8 | 9.2
CC(=O)c1nc(-c2ccccc2)sc1C | 5.8 | 2.2 | -0.1 | 2.7 | 4.4 | -9.1 | 22.7 | 1.2 | -0.6
NS(=O)(=O)c1ccc(N/N=C/c2ccccc2C(=O)O)c([N+](=O)[O-])c1 | 0.1 | 1.2 | -2.8 | -0.5 | 14.7 | 1.8 | -2.9 | 1.5 | 10.5
COCCCNC(=S)NCCc1ccc(F)cc1 | -1.2 | -4.0 | -0.2 | -1.9 | 9.6 | -9.8 | -39.9 | 17.2 | -1.5
COc1cccc(C(=O)Nc2cccc(-c3nc4ncccc4o3)c2C)c1 | -20.4 | 9.7 | 1.9 | 11.9 | 9.3 | -8.1 | 7.4 | 0.0 | 17.4
O=C(/C=C/c1ccc(Cl)cc1)Nc1ccc(N2CCOCC2)cc1 | -2.4 | 0.7 | 1.3 | 0.5 | -2.8 | -8.1 | -15.1 | -1.4 | 0.9
CCOC(=O)c1[nH]cnc1C(=O)Nc1ccccc1 | -9.3 | 6.5 | -0.5 | -0.7 | 15.9 | -8.0 | 15.6 | -0.3 | 18.0
COc1ccc(NC(=S)N2CCN(CCN3C(=O)c4cccc5cccc(c45)C3=O)CC2)cc1 | -10.9 | 0.1 | -1.2 | 3.3 | 7.3 | -2.7 | 129.1* | -2.0 | 11.3
COc1cccc(NC(=O)CSc2nnc(Cc3cccs3)n2-c2ccc(C)cc2)c1 | 16.4 | -3.6 | -5.4 | -2.2 | 19.9 | -10.5 | -3.8 | 0.7 | 19.5
Cc1cc(NS(=O)(=O)c2ccc(NS(=O)(=O)c3ccc(CC(C)C)cc3)cc2)nc(C)n1 | / | 7.9 | 0.6 | -1.6 | -12.3 | -2.1 | 20.1 | 0.0 | -7.8
COc1ccc2c(c1OC)C(=O)N(c1ccc(O)cc1)C2=O | -4.7 | 2.4 | 6.0 | 0.8 | 3.8 | -9.4 | 3.2 | 10.6 | -2.1
COc1cc(N)c(Cl)cc1Cl | 15.7 | 8.4 | 1.3 | 7.1 | 0.2 | -4.1 | 18.2 | -0.1 | 8.2
Further structures follow.
SMILES | MDM2 E3 inh | p97 inhibitor | Runt-CBFb FRET | NPY-Y1 antag | NPY-Y2 PAM-ag | RBBP9 inh | Hck-Nef inh | Runt-SMMHC FRET | NPY-Y1 PAM-ag
CCc1ccc(/C=C\C(=O)N2CCc3ccccc3C2)cc1 | -13.5 | -8.1 | -3.3 | 21.2* | -27.7 | -9.5 | 0.1 | -1.9 | -21.2
C/C(=N\NC(=O)c1cccs1)C(C)(C)C | -2.6 | -0.6 | 0.3 | -1.2 | 16.9 | 4.0 | 1.7 | 0.4 | 8.4
Fc1cccc(Cc2noc(CN3CCN(C4CCc5ccccc5C4)CC3)n2)c1 (centres undefined) | -1.1 | -6.9 | -2.6 | 23.5* | -20.2 | -2.7 | 17.2 | -2.7 | -15.2
COC(=O)c1cccc(C23CC4(C2)[C@H](CN(Cc2ccc(-c5ccccc5)cc2)[C@@H]4c2ccccc2)C3c2ccc(C(F)(F)F)cc2)c1 (some centres undefined) | 11.8 | / | 0.5 | / | / | / | 22.2 | -0.4 | /
O=C(O)c1ccccc1SCC(=O)N1CCOCC1 | -91.0 | -4.8 | -1.0 | 3.1 | -23.7 | -9.4 | -24.6 | -3.7 | -8.4
Cc1ccccc1-c1nc(CN(C)C(C)c2ccon2)c(C)o1 (centres undefined) | -1.2 | 1.1 | 0.4 | -0.7 | -13.7 | -1.6 | 16.8 | -0.2 | 1.9
CC(=O)c1ccc(-n2nnnc2SCC(=O)Nc2cccc(NC(=O)c3ccco3)c2)cc1 | -3.2 | -0.9 | -2.4 | 1.1 | 4.3 | -14.6 | 2.0 | -4.3 | -13.4
COCCCNS(=O)(=O)c1ccc2c3c(cccc13)C(=O)S2 | -15.0 | 1.1 | 1.1 | -0.8 | 11.3 | -0.2 | 0.2 | 7.6 | 9.8
COC(=O)NNC(=O)c1cccc(C)c1 | -6.4 | 4.0 | 0.3 | 3.8 | -18.3 | -2.0 | 1.3 | -0.3 | -3.0
CC1=NNC(=O)C1CCC(=O)N/N=C(\C)c1ccc(Cl)cc1 (centres undefined) | -0.8 | 4.0 | -1.6 | / | 7.7 | -2.2 | 6.4 | -0.2 | 10.3
Cc1ccc(NC(=O)CN(C)S(=O)(=O)c2cccc3cccnc23)c(C)c1 | -16.3 | 0.6 | -2.4 | / | -10.0 | -4.0 | 9.6 | 0.8 | -22.2
CN(Cc1nc2ccccc2c(=O)[nH]1)C(=O)c1ccc(S(=O)(=O)N(C)C)cc1 | -55.7 | 3.3 | 5.3 | -2.8 | -7.9 | -1.6 | -14.7 | 1.9 | 12.4
Cc1ccc(S(=O)(=O)NCC(=O)N(CC(=O)NCC2CCCO2)CC2CCCO2)cc1 (centres undefined) | -31.0 | 6.8 | 3.1 | 5.9 | -15.2 | 1.8 | 16.3 | -3.3 | 22.5
O=C1C2CCCN2C(c2ccccc2F)N1c1cccc(Cl)c1 (centres undefined) | -20.8 | -1.9 | 2.1 | -1.2 | -3.4 | -9.3 | 1.3 | 0.8 | -22.1
COc1cc(OC)cc(C(=O)N[C@H](C(=O)OCC(=O)c2ccc(F)cc2)C(C)C)c1 | -3.2 | -1.3 | -1.7 | 6.5 | -18.1 | -6.9 | 12.3 | -3.0 | -11.1
CC1CCN(C(c2cc3cc4c(cc3[nH]c2=O)OCO4)c2nnnn2CC2CCCO2)CC1 (centres undefined) | -6.2 | 7.7 | -3.3 | -0.6 | 13.5 | -1.1 | 2.4 | -5.9 | -2.5
O=C(NCCNc1ccc(Cl)cc1[N+](=O)[O-])c1cccnc1 | / | 0.7 | -2.6 | 5.4 | -6.6 | -5.2 | -1.0 | -1.6 | -11.0
CCOC(=O)CP(=O)(c1ccccc1)c1ccccc1 | -3.8 | -2.5 | -1.4 | 0.1 | -6.3 | -8.8 | 1.0 | 0.3 | 0.0
COc1ccc(S(=O)(=O)N2CCCCCC2)cc1NC(=O)c1c2c(nc3ccccc13)CCN(Cc1ccccc1)C2 | 5.1 | 8.8 | -9.2 | 7.2 | -5.7 | -16.1 | 2.8 | -4.6 | -27.7

Bioassay records from PubChem BioAssay.
